# EP2 modulator: modulates human prostaglandin E2 receptor EP2 signaling; P43116; EP2-expressing cells, cAMP HTRF FRET, PGE2 co-stimulation; induction, % at 25 µM; 260,000 compounds, 0.83% hits;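 active = compounds whose cAMP rise, as percent of the full-agonist control response, exceeds 60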;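 note: rat C6 glioma line stably carrying human EP2 under a CMV promoter; the protocol text gives 20 µM as final concentration; 100% = response of wells given 1 µM PGE2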
# Target sequence (P43116 whole entry, looked up): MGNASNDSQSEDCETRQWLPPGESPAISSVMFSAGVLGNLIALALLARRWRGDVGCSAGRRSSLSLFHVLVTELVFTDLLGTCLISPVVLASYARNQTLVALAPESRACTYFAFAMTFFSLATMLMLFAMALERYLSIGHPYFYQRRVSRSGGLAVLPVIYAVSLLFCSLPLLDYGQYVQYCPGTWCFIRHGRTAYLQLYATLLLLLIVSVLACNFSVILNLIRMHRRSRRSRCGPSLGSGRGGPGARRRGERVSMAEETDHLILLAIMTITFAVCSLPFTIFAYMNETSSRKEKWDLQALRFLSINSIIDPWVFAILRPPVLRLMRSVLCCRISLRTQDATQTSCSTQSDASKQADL
# S1P4 antagonist: human S1P4 receptor antagonism; 220,000 compounds, 0.26% hits; S1P4-expressing cells, antagonist mode, reporter read-out; O95977; inhibition, % at 4.98 µM; AID 1510; in the data active = inhibition above about 29%;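 note: 0% = wells stimulated with agonist and 100% = vehicle wells without agonist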
# Target sequence (O95977 whole entry, looked up): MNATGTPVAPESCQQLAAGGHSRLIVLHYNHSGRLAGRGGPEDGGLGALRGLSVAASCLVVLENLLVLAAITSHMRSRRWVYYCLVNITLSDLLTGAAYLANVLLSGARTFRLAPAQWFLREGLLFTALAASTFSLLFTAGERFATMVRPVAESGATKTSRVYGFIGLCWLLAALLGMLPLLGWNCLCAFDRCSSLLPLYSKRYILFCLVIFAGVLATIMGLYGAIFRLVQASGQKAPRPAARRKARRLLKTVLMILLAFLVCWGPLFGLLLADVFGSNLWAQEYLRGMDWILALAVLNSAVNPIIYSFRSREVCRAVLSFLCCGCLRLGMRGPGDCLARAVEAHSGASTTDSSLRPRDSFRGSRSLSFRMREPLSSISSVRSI
# NPY-Y1 antag: antagonists of human neuropeptide Y receptor Y1. P25929. HEK293-CNG Y1 cells, membrane potential fluorescence; NPY at EC95, then isoproterenol. inhibition, % at 3.6 µM. 200,000 compounds, 1% hits;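 active = inhibition above the campaign mean inhibition of all tested compounds plus 3 SD, cut at about 20% in these data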;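 note: 0% = DMSO wells given NPY plus isoproterenol and 100% = isoproterenol alone without NPY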
#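 Material: HEK293 cells with Y1 receptor plus CNG channel; times: compound incubation 1 h at room temperature, readout 45 min post-stimulation; signal: fluorescence, membrane potential probe; read-out basis: fluorescence ratio normalized to % inhibition between controls; benchmarks: full-block control isoproterenol-only wells, zero-block control NPY plus isoproterenol wells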
# S1P4 agonist: agonists of human S1P4 receptor; S1P4-expressing cell line, agonist reporter assay; 220,000 compounds, 0.35% hits; activation, % at 4.98 µM; AID 1509; O95977; in the data active = activation above about 11%;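 note: 0% = DMSO vehicle and 100% = reference agonist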
# NPY-Y2 PAM-ag: potentiators or agonists of human neuropeptide Y receptor Y2. activation, % at 3.6 µM. P49146. cells expressing NPY-Y2, potentiator/agonist read-out. 220,000 compounds, 0.45% hits; in the data active = activation above about 27%;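 note: cells stimulated with NPY near EC25 plus isoproterenol at EC100; 0% = vehicle plus submaximal agonist and 100% = vehicle plus saturating agonist; some results beyond the cut were filed as inactive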
# p97 inhibitor: inhibitors of human p97 ATPase; recombinant p97 ATPase, Kinase-Glo ATP luminescence, 3 h; inhibition, % at 8 µM; 220,000 compounds, 0.42% hits; in the data active = inhibition above about 15%;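 note: 0% = DMSO vehicle and 100% = wells lacking enzyme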
# NPY-Y1 PAM-ag: potentiators or agonists of human neuropeptide Y receptor Y1; AID 1304; P25929; 220,000 compounds, 0.37% hits; activation, % at 3.6 µM; NPY-Y1 expressing cells, potentiator/agonist activation; in the data active = activation above about 33%, passing the limit was not always enough;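 note: cells stimulated with NPY at EC10 then isoproterenol at EC100; 0% = low agonist plus stimulus and 100% = saturating agonist plus stimulus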
# PGE2 EP2 inh: blocks the human prostaglandin E2 receptor EP2. P43116. C6 glioma cells expressing human EP2, cAMP TR-FRET; cells stimulated with saturating PGE2. inhibition, % at 25 µM. 260,000 compounds, 0.52% hits;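 active = percent inhibition above 40 after rounding to a whole number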;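 note: rat C6 glioma host cells with rolipram phosphodiesterase inhibitor present; the protocol text gives 20 µM as final concentration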
# eIF4E-4G inh: blocks eIF4E binding to eIF4G | inhibition, % at 21.7 µM | P63073+Q04637 | TR-FRET eIF4E-eIF4GI(517-606) binding, 2 h | 220,000 compounds, 0.37% hits;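 active = inhibition above about 30%, limit read from the data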;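 note: 0% = full FRET control wells and 100% = background wells lacking eIF4GI fragment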
# Numbers without * were called inactive; nt = no result given; & = joins results of further samples; [ ] = dose if it differs, or a comment.
SMILES,EP2 modulator,S1P4 antagonist,NPY-Y1 antag,S1P4 agonist,NPY-Y2 PAM-ag,p97 inhibitor,NPY-Y1 PAM-ag,PGE2 EP2 inh,eIF4E-4G inh
CN(CC1CCCO1)S(=O)(=O)c1ccc(C(=O)Nc2nccs2)cc1 (stereo not given),-44,-7,nt,-1.1,4,8,28,3,-4
O=C1NC(NS(=O)(=O)c2ccc(Cl)cc2)(C(F)(F)F)C(=O)N1Cc1cccnc1 (stereo not given),-12,4,0,4.3,-5,5,-12,9,0
Cc1occc1-c1nnc(SCC(=O)NCCc2ccccc2)n1Cc1ccccc1,19,-18,8,-3.0,4,-2,-5,14,8
O=C(Cc1csc(Nc2nc(=S)[nH]c3ccccc23)n1)N1CCN(c2cccc(Cl)c2)CC1,-67,4,6,-2.0,-11,-5,-22,10,1
CN1CCC(OC(=O)c2cccc(Cl)c2)CC1,1,-13,0,1.9,11,1,-7,6,3
CCCN1CNC(=S)N(CC2CCCO2)C1 (stereo not given),-6,-15,-4,-0.6,2,3,-2,2,6[fluorescence artefact?]
CCCC(=O)NC(NC1CCS(=O)(=O)C1)C(Cl)(Cl)Cl (stereo not given),37,-8,-1,-0.3,-7,1,17,4,2
CCOc1ccc(NC(=O)c2ccccc2NC(=O)CN(C)CC(=O)Nc2ccc(C)cc2)cc1,-12,0,11,0.5,-24,0,-14,-16,-4
O=c1oc(-c2ccco2)nc2c1cnn2-c1ccccc1,29,-25,5,1.9,18,4,-3,7,6
O=C(CSC(=S)N1CCSCC1)c1ccc(Cl)cc1,-39,-18,-3,1.5,-3,10,4,6,-1
COc1cc(OC)c(/C=N/n2c(C)nnc2C)c(OC)c1,23,-19,1,1.0,8,2,13,12,-1
Cc1c(Cl)c([N+](=O)[O-])nn1CC(=O)NCc1ccco1,-4,7,-1,1.1,-12,3,12,6,6
Cc1ccc(Nc2nc(N)nc(CN3CCc4ccccc4C3)n2)cc1,-43,-2,9,0.5,-9,2,-5,5,-4
Cc1csc2nc(NC(=O)c3ccccc3)sc(=O)c12,39,1,nt,0.0,-33,12,-33,5,0
Nc1nncn1C(=O)CCCN1C(=O)c2ccccc2C1=O,11,9,-1,-0.2,7,2,-24,9,-3
Cc1ccnc(NC(=O)COc2ccc(Cl)cc2)n1,12,-4,nt,-0.6,3,5,-2,2,2
O=C(NCc1ccccc1)c1ccc(S(=O)(=O)C(F)F)cc1,18,-15,0,-0.7,3,6,-16,6,2
O=C1C(c2ccc(F)cc2)N(C2CCCCC2)C(=O)CN1C1CCCC1 (stereo not given),21,12,-1,-1.4,-13,1,-11,9,8
CCc1n(CC(O)COCc2ccccc2)c2ccccc2[n+]1C (stereo not given),18,-15,6,0.9,8,0,-4,5,4
COc1ccc2c(CCNC(N)=S)c[nH]c2c1,-7,1,nt,1.2,-20,3,0,10,2
CN(C(=O)CSc1nc(-c2ccccc2)cs1)C1CCS(=O)(=O)C1 (stereo not given),4,2,2,1.4,-23,2,5,0,-2
CC(C)N1C(=O)c2ccc(C(=O)O)cc2C1=O,0,0,2,-1.2,7,7,-12,9,-1[fluorescence artefact?]
CNc1ccncc1S(=O)(=O)NC,13,-12,3,1.4,2,-2,0,9,2
Cc1ccc(NC(=O)NCCc2ccc(S(N)(=O)=O)cc2)cc1,1,-6,1,2.3,3,-3,2,8,-4[fluorescence artefact?]
CCCN1C(=O)S/C(=C/c2ccc(N3CCOCC3)o2)C1=O,-25,33*,nt,-2.5,-18,4,7,0,18
COc1ccccc1C(=O)Nc1cccnc1,8,-12,0,1.8,-25,0,-8,4,-1
COC(=O)N/N=C/c1cc([N+](=O)[O-])cc(Br)c1O,-1,-2,2,-1.0,-2,2,-7,7,-3[fluorescence artefact?]
O=C(NN=C(Cc1ccccc1)Cc1ccccc1)C1CC1,28,-3,9,0.8,-2,-1,-15,4,0
CCN(CC)c1ccc(/C=N/NC(=O)c2cnccn2)c(O)c1,-26,-10,nt,0.8,-50,3,0,9,-2
Cc1ccc(OCC(=O)Nc2cccc(O)c2)cc1C,-4,14,4,-0.3,-3,2,-10,30,-1
O=C(O)c1ccc(C[n+]2c(-c3ccccc3)csc2Nc2ccccc2)cc1,31,-10,-2,-0.1,9,4,19,5,23[fluorescence artefact?]
Cn1cc(SCC(=O)N2CCCc3ccccc32)c2ccccc21,24,-9,-1,0.8,-8,-3,10,6,-8
CCNc1nc(NCC)nc(SCCOC(=O)COc2ccc(Cl)cc2Cl)n1,49,17,8,-2.5,13,-4,1,4,23[fluorescence artefact?]
CCOc1ccc(-n2c(SCC(=O)N3CCc4ccccc43)nnc2-c2c[nH]c3ccccc23)cc1,28,-11,8,1.8,7,5,-2,7,14
Cc1nc(NCCc2ccc(F)cc2)c(C#N)c(C)c1[N+](=O)[O-],22,-19,1,2.8,4,-1,-12,16,-1
COc1ccc(Oc2cccc(Cl)c2CNC(=O)CC(C)(C)CC(=O)O)cc1,-11,-3,nt,1.7,7,1,-8,13,-2
Cc1ccc(C(=O)Oc2coc(CSc3nnc(NC(=O)C4CC4)s3)cc2=O)cc1C,-1,-24,-5,3.8,1,4,13,8,3[fluorescence artefact?]
Cc1ccc(C(=O)OCC(=O)NCCC2=CCCCC2)s1,-7,-8,5,-1.0,8,1,-18,9,4
CCC(=O)Nc1ccc(-c2nc3ccccc3c(=O)o2)cc1,-29,-23,4,2.3,-2,5,12,4,2
COc1ccc2cc(-c3csc(-c4cccnc4)n3)ccc2c1,19,-5,6,0.8,-8,3,-6,9,4[fluorescence artefact?]
O=C(CC1NC(=S)NC1=O)c1ccc(Cl)cc1 (stereo not given),-34,-5,nt,2.0,9,0,10,10,5
COCCN(C)C(=O)CC1C(=O)NCCN1CC(c1ccccc1)c1ccccc1 (stereo not given),19,-19,-3,2.3,5,0,-6,6,0
N#Cc1c(-c2ccc(Cl)cc2)c(C#N)c(=O)n(N)c1N,-8,0,1,2.9,-7,4,1,6,0[fluorescence artefact?]
COc1ccc(/C=C2\Sc3ccc(C(=O)N4CCc5ccccc5C4)cc3N(C)C2=O)cc1,5,-14,5,2.7,-19,-5,-33,10,2
CC(=O)c1ccc(Oc2ccc(C(=O)c3ccc(C)c(C)c3)cc2[N+](=O)[O-])cc1,-20,11,5,14*,-3,6,-8,8,-3[fluorescence artefact?]
CCOc1ccc2nc(COC(=O)c3ccncc3)c(C(=O)c3ccccc3)[n+]([O-])c2c1,-20,-7,nt,-0.1,8,7,5,16,2
COc1ccc(-c2cn(-c3cccc(C)c3)c(=O)[nH]2)cc1OC,-28,-2,0,-1.3,5,-5,-16,15,0
CC(=O)c1cccc(NC(=O)Cn2cc3c(n2)CCCC3)c1,-2,-21,2,-0.3,-10,3,-11,7,-4
Cc1nc2ccc(Cl)cn2c1C(=O)NN,2,-2,-7,-0.4,2,4,2,0,0
Cc1ccc(NC(=O)N2CCCC(C(=O)O)C2)cc1 (stereo not given),17&28,-1,nt,0.2,5,2,8,11&2,-13

# Other compounds.
SMILES,EP2 modulator,S1P4 antagonist,NPY-Y1 antag,S1P4 agonist,NPY-Y2 PAM-ag,p97 inhibitor,NPY-Y1 PAM-ag,PGE2 EP2 inh,eIF4E-4G inh
NNC(=O)c1oc2nc(-c3ccccc3)cc(-c3ccco3)c2c1N,-64,9,nt,-1.0,4,12,12,10,2
Cc1ccc(N(CC(=O)NCC2CCCO2)C(=O)Cn2nnc(-c3cccs3)n2)cc1 (stereo not given),15,-23,-1,3.2,8,0,8,6,2
O=C(Nc1ccn(Cc2ccccc2)n1)c1ccc(F)cc1,-17,-12,7,0.8,4,-3,-4,11,-1
COc1ccc(-c2csc3nc(-c4ccccc4OC)oc(=O)c23)cc1,-13,-4,-6,-1.3,1,6,-6,9,4
CCn1ncc(/C=N\NC(=O)c2csc3ccccc23)c1C,-5,3,0,1.7,-13,2,-12,12,1
CC1(C)CC(=O)C(N=Nc2cc3c(cc2[N+](=O)[O-])OCCO3)=C(O)C1,-39,-4,4,0.9,2,4,9,9,0
Cc1ccc(-n2c(C)nnc2SCC(=O)NNC(=O)c2ccco2)cc1,10,-13,6,3.0,15,5,2,9,-2
COc1ccc(NC(=O)Nc2nnc(-c3ccncc3)s2)cc1,-50,-12,1,1.8,-14,0,6,16,3
CCOC(=O)c1c(C)[nH]c(C(=O)N2CCN(c3ccc(OC)cc3)CC2)c1C,-36,2,6,0.5,-6,-4,1,5,1
O=c1c2c3c(sc2nc(NCCO)n1CCc1ccccc1)CCCCC3,-9,-10,-2,2.8,4,-3,-5,10,-1[fluorescence artefact?]
CC(=O)NC(c1ccccc1)c1c(O)ccc2ccccc12 (stereo not given),-34,-9,4,0.9,-15,1,1,4,-1
CCn1c(O)c(C2=c3ccccc3=NC2=O)c2cc(Br)ccc21,-7,-27,3,-0.4,1,-7,7,4,-3
O=[N+]([O-])c1cccc(/C=N/n2c(COc3ccccc3)n[nH]c2=S)c1,21,-12,10,0.8,-16,-1,-18,4,0
O=C1Nc2ccccc2OC1CC(=O)N1CCN(c2cccc(C(F)(F)F)c2)CC1 (stereo not given),-44,0,18,1.5,6,5,-17,8,-5
Cc1cc(C)n(C(=O)c2ccc([N+](=O)[O-])c(Cl)c2)n1,18,-15,7,-1.1,-5,7,-17,6,3
COc1ccccc1C(=O)NNC(=O)c1ccc(NC(=O)C(C)C)cc1,10,-5,-3,0.9,-5,0,6,6,2
O=c1c(Cc2c(F)cccc2Cl)c(O)ccn1Cc1ccc(F)cc1,-6,8,2,-0.5,2,3,8,17,-8
CCS(=O)(=O)Nc1ccc2[nH]c(=O)[nH]c2c1,1&18,-4,1,0.8,-10,5,-3,6&3,0
CCCCC(=O)Nc1ccc2c(c1)C(=O)NC2=O,4,-26,2,-0.3,5,0,12,11,0
CS/C(=C/[N+](=O)[O-])Nc1cccc2c1C(C)CC2(C)C (stereo not given),17,-4,4,0.7,-5,2,0,1,5
Cc1ccc2nc(COc3ccc(N(C)S(=O)(=O)c4ccccc4)cc3)cc(=O)n2c1,-37,-16,-3,-0.6,4,8,4,7,-6
c1ccc(-c2nnc(CSc3nnc(-c4cccs4)o3)o2)cc1,-40,-1,13,-0.1,-1,6,-3,13,-5
O=S(=O)(Nc1ccc(-c2csc(-c3ccccc3)n2)cc1)c1ccc(F)cc1,26,1,-3,-4.5,-19,2,-1,11,-10
COc1cc2c(cc1OC)C(c1ccc3c(c1)OCO3)C1=C(CC(C)(C)CC1=O)N2 (stereo not given),25,-7,14,-0.4,-17,-3,-17,nt,1
CCOC(=O)C1(CC2CCCCO2)CCN(C(=O)Nc2ccc(SC)cc2)CC1 (stereo not given),-26,-7,-3,-0.3,-14,-3,13,3,6
COc1ccccc1OCCSc1nc(N)cc(N)n1,-5,-21,-5,-0.4,-2,2,-11,8,-1
CN(C)/C=C1/Oc2c(ccc3ccccc23)C1=O,-12,-10,-4,0.8,12,4,8,4,-3

# Screening data (PubChem)

# An excerpt. The share of hits here may be higher or lower than overall.
